PKM2 activator: increases activity of human pyruvate kinase M2 | P14618 | purified PKM2, Kinase-Glo ATP luminescence, activation; response scale: 0% is enzyme alone, no compound | Potency, µM (doses to about 57.5 µM), for inactives: at the highest dose activation, most hits filed as activators | 0.34% of 260,000 active | AID 1631; also: potency is read from the fitted curve at half-maximal effect; nearly all actives have a fitted effect of over 55% in size
Target sequence (P14618 whole entry, looked up): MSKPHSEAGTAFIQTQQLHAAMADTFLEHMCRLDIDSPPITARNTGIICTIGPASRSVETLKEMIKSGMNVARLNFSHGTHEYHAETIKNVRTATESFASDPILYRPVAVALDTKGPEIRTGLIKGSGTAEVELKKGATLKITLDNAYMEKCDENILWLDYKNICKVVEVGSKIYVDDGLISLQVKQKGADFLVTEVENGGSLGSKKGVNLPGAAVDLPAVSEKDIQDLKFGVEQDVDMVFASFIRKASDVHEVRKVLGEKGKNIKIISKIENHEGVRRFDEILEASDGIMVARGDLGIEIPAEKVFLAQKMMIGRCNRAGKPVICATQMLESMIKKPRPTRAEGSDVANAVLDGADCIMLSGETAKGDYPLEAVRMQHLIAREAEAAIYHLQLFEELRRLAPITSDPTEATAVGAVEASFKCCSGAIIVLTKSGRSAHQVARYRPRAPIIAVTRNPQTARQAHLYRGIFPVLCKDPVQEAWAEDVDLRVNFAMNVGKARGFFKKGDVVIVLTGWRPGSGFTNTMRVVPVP
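hPK-M2, >95% pure; 0.1 mM ADP / 0.5 mM PEP final; imidazole pH7.2 buffer w/ 7 mM MgCl2, 50 mM KCl; 1 h RT; Kinase-Glo lum. Intermediate enzyme activity for dual inhibitor/activator qHTS.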
B2AR arrestin: agonists driving beta-arrestin recruitment to human beta2-adrenergic receptor; P07550; beta-arrestin recruitment to beta2AR, cell-based reporter; Potency, µM (series often up to 46.1 µM), for inactives: at the highest dose activation, most hits filed as activators; 0.02% of 330,000 active; AID 492947;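 also: potency is read from the fitted curve at half-maximal effect; 0% = DMSO controls and full agonism = EC100 isoproterenol or metaproterenol; nearly all actives have a fitted effect of over 65% in size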
KCNH2 3.1 inh: inhibitors of human KCNH2 3.1 potassium channel isoform; U2OS KCNH2 3.1, thallium flux FluxOr; stronger effect = lower value; activity change, % (tested at about 1.8 µM); 0.95% of 340,000 active;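 active = maximum activity change below -70%; inconclusive = maximum activity change from -70% to -50%; inactive = maximum activity change above -50%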;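 also: thallium influx rate constant from kinetic fluorescence after stimulation buffer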
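Steps: virus added to U2OS suspension (4 h, RT, dark); medium with 10% FBS added, cells plated, 37 C overnight; FluxOr/Red40 loading buffer 45 min RT; stimulation buffer, 2 min kinetic read; rate constant normalized.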
USP2a block: USP2a (human) protease inhibition; O75604; USP2 core, Ub-CHOP2 coupled fluorogenic reporter, 485/531; Potency, µM (titrated, usually from 38.3 µM), without a hit: at the highest dose activity change, negative = inhibition, usual class: inhibitors; 0.01% of 330,000 active;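 also: potency is read from the fitted curve at half-maximal effect; plate controls were DMSO wells for no effect and full inhibition by NEM control for full effect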
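Deubiquitinase activity read as fluorescence (485/531 nm) after Ub-CHOP2 cleavage activates the enterokinase reporter on its substrate; USP2 core 10nM, Ub-CHOP2 and substrate 25nM each, 30min compound preincubation then 60min RT; data normalized to NEM, curves fitted.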
hERG WT inh: blocks the wildtype human KCNH2 potassium channel; Q12809; U2OS, BacMam KCNH2, thallium flux FluxOr; stronger effect = lower value; activity change, % at 1.84 µM; 0.37% of 340,000 active; AID 720551;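 active = maximum activity change below -70%; inconclusive = maximum activity change between -70% and -50%; inactive = maximum activity change above -50%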
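U2OS cells transduced with wild-type KCNH2 virus are loaded with FluxOr dye for 45 min, and thallium flux is measured in kinetic reads before and after stimulation buffer. Rate constants are normalized to DMSO controls.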
Giardia killer: kills Giardia lamblia; Giardia lamblia trophozoite viability; 0.15% of 340,000 active; activity change, % at 7.66 µM, hits read low; in the data active = activity change below about -80%; inconclusive = between about -30% and that limit;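 also: parasites exposed to compound for two days anaerobically before the ATP read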
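Killing of trophozoites was scored by loss of ATP luminescence after a 48 hrs anaerobic exposure to compounds at 37 deg C, using 100 cells per well.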
Eya2 inh: inhibitors of human Eya2 phosphatase activity; recombinant Eya2, OMFP fluorescence dephosphorylation (OMFP is methylfluorescein phosphate); 0.006% of 330,000 active; O00167; Potency, µM (highest dose often 76.9 µM), without a hit: at the highest dose activity, negative = inhibition, most hits filed as inhibitors; AID 488837; also: potency is read from the fitted curve at half-maximal effect
Target sequence (O00167 whole entry, looked up): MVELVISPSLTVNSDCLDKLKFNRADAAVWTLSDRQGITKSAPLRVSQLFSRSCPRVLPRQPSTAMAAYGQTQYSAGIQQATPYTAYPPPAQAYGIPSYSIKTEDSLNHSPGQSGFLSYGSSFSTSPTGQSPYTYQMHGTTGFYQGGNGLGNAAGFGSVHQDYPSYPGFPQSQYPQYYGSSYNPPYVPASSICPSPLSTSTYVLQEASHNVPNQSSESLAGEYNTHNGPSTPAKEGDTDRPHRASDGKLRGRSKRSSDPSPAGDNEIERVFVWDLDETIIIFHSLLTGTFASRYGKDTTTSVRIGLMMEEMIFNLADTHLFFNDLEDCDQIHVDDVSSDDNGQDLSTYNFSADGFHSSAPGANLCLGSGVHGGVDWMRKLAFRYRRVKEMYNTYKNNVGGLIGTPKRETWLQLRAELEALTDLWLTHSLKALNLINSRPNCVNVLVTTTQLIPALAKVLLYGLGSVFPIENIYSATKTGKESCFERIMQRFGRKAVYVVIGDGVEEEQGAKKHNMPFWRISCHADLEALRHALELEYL
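Eya2 protein (added as 0.2 uM solution) was preincubated with compound for 10 min at ambient temperature in 50 mM HEPES pH 7.5, 50 mM NaCl, 5 uM MgCl2, 0.05% BSA, 1 mM DTT. OMFP (added at 50 uM) then reacted 10 min; fluorescence read at 485/525 nm.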
GALK inh: blocks human galactokinase activity | P51570 | Purified GALK, Kinase-Glo residual ATP luminescence | Potency, µM (top dose mostly 57.5 µM), inactives show top-dose activity change, negative = inhibition, hits mostly inhibitors | 0.007% of 270,000 active | AID 1868; also: potency is read from the fitted curve at half-maximal effect
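Luminescence from leftover ATP (Ultra-Glo luciferase/luciferin) served as read-out after a 1 h room-temperature reaction of 5 nM GALK with 35 uM ATP and 100 uM galactose.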
FBPA coupling cs: coupling enzyme interference in Giardia aldolase counter-screen | coupling enzyme system counterscreen, AmpLite Red fluorescence | activity change, negative = inhibition, % at 58.2 µM, hits read low | 0.67% of 290,000 active | AID 2472; in the data active = activity change below about -30%
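Final compound at 57.5 uM, incubated 10 min at RT with coupling enzyme reagent (glyceraldehyde-3-phosphate), then 20 min with substrate and AmpLite Red detection. Fluorescence read at 525/598 nm; tests interference with the coupling assay, not aldolase inhibition.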
uPA surface inh: blocks generation of uPA at the cell surface | cell surface uPA generation assay, qHTS | 0.31% of 330,000 active | AID 540303 | Potency, µM (doses to about 38.3 µM), for the others: top-dose activity change, negative = inhibition, hits mostly inhibitors; active = well fitted inhibition curve with a large enough effect; inconclusive = small, poorly fitted or top-dose-only effect; inactive = no such curve, though single readings can be large or run the other way; tested in mouse RAW 264.7 cells; also: potency is read from the fitted curve at half-maximal effect; nearly all actives have a fitted effect of over 55% in size
Chronic BCR inh: inhibitors of chronic active B-cell receptor signaling; Potency, µM (titrated, usually from 46.1 µM), inactives show at the highest dose ratio change, negative = lower green/red ratio, usual class: inhibitors; ABC-DLBCL IkBa-CBG/CBR reporter, luminescence ratio, 4 h; AID 493014; 0.05% of 340,000 active; active = well fitted inhibition curve with a large enough effect in the signal ratio, with a control signal flat, not every such curve was filed as active; inconclusive = small, poorly fitted or top-dose-only effect, or effect the other way, or a change in a side signal; the % refers to the signal ratio;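 also: potency is read from the fitted curve at half-maximal effect; plate controls were basal doxycycline-induced cells for no effect and cells given 10 µM MG132 for full effect; MG132 reads +100%, hits lower the ratio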
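TMD8 human ABC-DLBCL cells with doxycycline-inducible IκBα–green luciferase fusion and unfused red luciferase, in 0.5% FBS medium; compounds up to 46 uM, 4 h at 37C. Green/red luminescence ratio, filter-overlap corrected, fitted to concentration-response curves.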
* = called active by the depositor; ? = inconclusive; · = not tested or not shown; [ ] = dose if it differs, or a comment. Unless noted, calls follow the shape of the dose curve; as a rule, active = well fitted curve in the direction sought with a large enough effect; inconclusive = small, poorly fitted or top-dose-only effect, or another doubt; inactive = no such curve, though single readings can be large; an effect the other way counts as inactive or inconclusive. Unless noted, % is scaled to controls: 0 for no effect and ±100 for the full control effect.

SMILES | PKM2 activator | B2AR arrestin | KCNH2 3.1 inh | USP2a block | hERG WT inh | Giardia killer | Eya2 inh | GALK inh | FBPA coupling cs | uPA surface inh | Chronic BCR inh
CC(=O)Nc1c(C(=O)N2CCOCC2)cnn1-c1ccc(C)c(C)c1 | 1% | -1.0% | -8 | -2% | 2 | 4 | 18% | -1% | 6 | -1% | ?
Cc1ccc(C(=O)CC2SC(N)=NC2=O)cc1 (configuration not stated) | 19% | 0.2% | 2 | 0% | -15 | 7 | 0% | 1% | 3 | -1% | ?
COc1cc(NC(=O)CN(C)S(=O)(=O)c2ccc3c(c2)CC(C)N3C(C)=O)cc(OC)c1 (configuration not stated) | · | 0.2% | -10 | 0% | -3 | -24 | -6% | 1% | · | 11% | 2%
Cc1cccc(OC(=O)c2sc(Cl)nc2C)c1 | 9% | -0.3% | -4 | 2% | 8 | 8 | 0% | · | 3 | -5% | -1%
Cc1cc(C)c2c(c1)c1nnc(SCCN3CCOCC3)nc1n2C | · | -0.2% | -10 | 4% | -3 | -15 | 8% | -2% | -1 | -8% | -1%
CCC(=O)N1CCN(c2ccc(NC(=O)c3cc4ccccc4o3)cc2Cl)CC1 | 5% | -0.1% | -88* | 7% | 20 | -6 | -17% | -1% | -28 | -14% | ?
COc1ccc2nc(Nc3nc4ccc(NC(C)=O)cc4s3)sc2c1 | -1% | -0.8% | 7 | -1% | -11 | 13 | -4% | -4% | -3 | -16% | 0%
CN(C(=O)c1ccccc1Br)C1CCS(=O)(=O)C1 (configuration not stated) | · | 0.4% | -12 | 0% | -9 | -17 | 18% | · | · | 0% | 7%
COc1ccc(NC(=O)c2cc3c(=O)n(C)c4ccccc4c3s2)cc1OC | 0% | -0.2% | -38 | -1% | 5 | -3 | 4% | 3% | 1 | 0% | -9%
O=C1CCCN1CCC(=O)N1CCCC(N2CCN(c3ccccc3F)CC2)C1 (configuration not stated) | -3% | 0.0% | 5 | 1% | 3 | -9 | -6% | 4% | · | 0% | 3%
CCCCc1nc(Cl)c(C#N)c2c1CCCC2 | 3% | -0.6% | 0 | -1% | 6 | -2 | -15% | 1% | 3 | 0% | 4%
NC(=O)c1cc(NC(=O)CCCc2nc3ccccc3s2)cc(C(N)=O)c1 | -10% | -0.1% | 33 | 0% | 6 | -4 | 1% | 8% | -2 | -1% | 5%
CC(NC(=O)COC(=O)c1c[nH]c2ccccc12)c1ccccc1 (configuration not stated) | · | -0.6% | -14 | 2% | 5 | 32[activator] | 2% | · | · | -5% | 2%
COC(=O)c1ccccc1OCCOc1ccccc1C(=O)OC | -4% | 0.5% | -14 | -1% | 6 | 0 | 8% | -2% | 0 | 0% | 1%
COc1ccc(N2CCN(CCNC(=O)CCS(=O)(=O)c3cccc4nsnc34)CC2)cc1 | 1% | -0.5% | · | 1% | · | · | 4% | · | -4 | · | 0%
C=CCNC(=S)NNC(=O)CCC(O)COCCC(C)C (configuration not stated) | -5% | -0.4% | 4 | 0% | 5 | -1 | -2% | 5% | 1 | 0% | 1%
COc1ccccc1Cn1c(=S)[nH]c2cc(C(=O)NCC(OC)OC)ccc2c1=O | · | 0.5% | 7 | 1% | 8 | 28 | 10% | · | 0 | -5% | 2%
CSc1ccc(Cc2ccc(Cl)cc2Cl)nn1 | 2% | -0.5% | 10 | 0% | 25 | -5 | 2% | -2% | 3 | -2% | 4%
O=C(CCCCCNC(=O)N1CCn2c1nc1ccccc12)N[C@@H](Cc1ccccc1)C(=O)O | -1% | -0.8% | -5 | 1% | 3 | 2 | -11% | · | 0 | 0% | -3%
CS(=O)(=O)N(CC(=O)N1CCOCC1)c1ccc(Cl)cc1 | 1% | 0.6% | 6 | 0% | 3 | 5 | -7% | 3% | 0 | 16% | 6%
CCCN(CCC)CC(O)COc1ccc2c(c1)OCO2 (configuration not stated) | 0% | -0.3% | -5 | 0% | 23 | 2 | -12% | -2% | 0 | 1% | -1%
CCC(c1nnnn1C1CCCCC1)N1CCN(C(=O)c2ccco2)CC1 (configuration not stated) | 1% | 0.2% | -3 | 1% | 15 | 0 | 0% | 2% | -2 | -4% | 0%
COc1ccc(/C=C(/C#N)C(=O)Nc2cc(C)ccc2C)cc1C(=O)O | -9% | 0.4% | 17 | -3% | 9 | -4 | 30% | 0% | -2 | 1% | ?
Cc1ccc(C2(C)NC(=O)N(CC(=O)N3CCN(C(=O)c4cccs4)CC3)C2=O)cc1 (configuration not stated) | · | -0.1% | -2 | 0% | 2 | 7 | -11% | · | · | 5% | -3%
CC(=O)N(CC1CCCO1)C1(C(=O)NC2CCCC2)CCCCC1 (configuration not stated) | -2% | -0.2% | 16 | 0% | 2 | 22 | 4% | -1% | -2 | -1% | ?
COc1cccc(NC(=O)CN(C)C(=O)c2ccc(N3CCCCC3)c([N+](=O)[O-])c2)c1 | · | -1.4% | 9 | -1% | -3 | -1 | 9% | · | · | 2% | ?
O=C(CCc1nnc(COc2ccccc2)o1)NCc1ccccc1 | 8% | -0.1% | 1 | 1% | -8 | -13 | 7% | -2% | -3 | 5% | -6%
Cn1c(=O)[nH]c(=O)c2c1nc(N1CCCCCC1)n2CCSc1nc2ccccc2[nH]1 | 14% | -0.3% | 0 | -2% | 2 | 10 | -3% | 2% | -6 | 4% | 3%
O=C(COC(=O)Cc1cccs1)NCC(=O)Nc1ccc(F)cc1 | · | -0.2% | 1 | 1% | -3 | 4 | 7% | · | · | -4% | 1%
CC(=O)N1CCCc2cc(S(=O)(=O)N3CCCC(C(=O)NCc4ccc(Cl)cc4)C3)ccc21 (configuration not stated) | -1% | 0.5% | 9 | 4% | -1 | 8 | -11% | 4% | 3 | -29% | 4%
CC(C)CC(NC(=O)/C(=C\c1ccco1)NC(=O)c1ccco1)C(=O)O (configuration not stated) | 0% | 3.7% | -19 | 3% | -20 | -7 | 1% | -6% | -1 | 10% | 0%
CCCCC(=O)N(c1ccc(C)c(C)c1)C1C=CS(=O)(=O)C1 (configuration not stated) | -4% | 0.3% | -12 | 7% | 5 | -13 | -23% | · | 8 | 4% | -1%
COc1ccc(/C=N/Nc2nnc(Cc3ccc(OC)c(OC)c3)c(=O)[nH]2)cc1 | 0% | ? | -9 | 1% | -4 | -14 | -9% | · | 3 | -5% | -1%
CCN1C(C)=C(C)S/C1=C1\SC(=S)N(NC(C)=O)C1=O | -2% | -0.3% | 6 | 3% | -2 | 4 | 3% | 0% | -1 | 3% | 6%
COc1ccc(/C=N/N=C(\N)c2nonc2N)cc1 | -25% | 0.2% | 7 | 0% | 1 | -18 | -2% | 1% | 0 | -13% | ?
CCCc1ccc(OCC(=O)NNC(=S)NC(=O)c2ccco2)cc1 | -1% | 0.0% | -9 | -6% | -3 | 17 | 13% | 0% | 10 | 2% | ?
Cc1ccc(NC(=O)N(C2CCCCC2)C(C)c2cccnc2)cc1C (configuration not stated) | 4% | 0.0% | 20 | 1% | 0 | 1 | 2% | 2% | -1 | -7% | 15%
COCc1cc(C)nc(N/N=C/c2ccc(-c3ccc(C(=O)O)c(Cl)c3)o2)c1C#N | -3% | -0.4% | · | 0% | · | · | -2% | -2% | 4 | · | ?
Cc1ccc(Oc2ncccc2NC(=O)CC2(CC(=O)O)CCCC2)c2c1CCC2 | 15% | -0.9% | -3 | -12% | 8 | -2 | 9% | -1% | -9 | 11% | ?
O=C(Nc1nn(Cc2ccc(Cl)cc2)cc1Br)c1ccc(COc2ccccc2Cl)o1 | -6% | 0.1% | -2 | 1% | 4 | 3 | -33% | -1% | -2 | 7% | ?
COc1ccc(NC(=O)C2C3C=CC(C3)C2C(=O)NCc2ccco2)c(OC)c1 (configuration not stated) | 0% | 0.8% | 3 | 4% | -4 | 10 | 6% | 1% | 1 | -7% | 9%
Cc1nnc2n(Cc3ccccc3)c(=O)c3c4c(sc3n12)CN(Cc1ccccc1)CC4 | 7% | -0.1% | · | 5% | · | · | 16% | 2% | 0 | · | 0%
CC(C)(C)OC(=O)C[C@@H]1C/C=C\C[C@@H](CC(=O)N(CCO)Cc2ccccc2)C(=O)N[C@H](Cc2c[nH]c3ccccc23)COC1=O | · | 0.0% | · | -1% | · | 5 | -1% | · | · | 30%[activator] | 2%
CC(C)Nc1nc(NC(C)C)nc(Oc2ccc(/C=N/O)cc2)n1 | 2% | 0.2% | 2 | -1% | 3 | 1 | 0% | -2% | 2 | 1% | -1%

Record cards, as listed above. Order of values: PKM2 activator, B2AR arrestin, KCNH2 3.1 inh, USP2a block, hERG WT inh, Giardia killer, Eya2 inh, GALK inh, FBPA coupling cs, uPA surface inh, Chronic BCR inh
CC(=O)Nc1c(C(=O)N2CCOCC2)cnn1-c1ccc(C)c(C)c1 in the list: 1%, -1.0%, -8, -2%, 2, 4, 18%, -1%, 6, -1%, ?
CCCN(CCC)CC(O)COc1ccc2c(c1)OCO2 (configuration not stated) in the list: 0%, -0.3%, -5, 0%, 23, 2, -12%, -2%, 0, 1%, -1%
